Assay outcomes deposited in PubChem by National Center for Advancing Translational Sciences (NCATS).
Vif-A3F inh: inhibitors of Vif-A3F interaction. AID 602313. 390,000 compounds, 0.2% hits. HeLa A3F-eYFP + Vif (tagged APOBEC3F with the HIV-1 protein that degrades it), YFP fluorescence increase. Potency, µM (titrated, usually from 46.1 µM), without a hit: top-dose activity, negative = active; also: potency is read from the fitted curve at half-maximal effect; % of control where 0% means no effect; nearly all actives have a fitted effect of over 65% in size
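HeLa cells stably expressing Vif plus C-terminally eYFP-tagged A3F were seeded, incubated overnight at 37 deg C, dosed with compound, incubated overnight again at 37 deg C. Yellow fluorescence (Ex 488/Em 500-530) reported blocked Vif-mediated A3F-eYFP degradation.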
D1 antag: blocks dopamine activation of the human D1 receptor. P21728. HEK293 TREx D1 cells, calcium flux, dopamine EC80; hits give low values. activity change, negative = inhibition, % at 10 µM. 360,000 compounds, 3.2% hits. AID 504652; in the data active = activity change below about -30%; also: % is scaled to controls: 0 for no effect and ±100 for the full control effect
Target sequence (P21728 whole entry, looked up): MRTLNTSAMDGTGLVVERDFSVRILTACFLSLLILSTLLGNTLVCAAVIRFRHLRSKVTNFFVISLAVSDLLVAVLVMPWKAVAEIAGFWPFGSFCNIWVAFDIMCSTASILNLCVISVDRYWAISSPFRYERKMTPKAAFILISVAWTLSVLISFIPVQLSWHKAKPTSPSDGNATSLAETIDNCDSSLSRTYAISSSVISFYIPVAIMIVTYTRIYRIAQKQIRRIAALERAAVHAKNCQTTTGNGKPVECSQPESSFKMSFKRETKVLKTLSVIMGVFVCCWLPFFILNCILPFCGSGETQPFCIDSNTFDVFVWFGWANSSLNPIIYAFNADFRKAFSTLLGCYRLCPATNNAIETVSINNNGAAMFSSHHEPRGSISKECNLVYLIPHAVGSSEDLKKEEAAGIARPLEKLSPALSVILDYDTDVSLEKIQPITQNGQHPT
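Using tetracycline-induced force-coupled D1 Hek293 cells and a calcium dye, signals were followed for 180 s after compound, then for 180 s after EC80 dopamine, to detect inhibitors.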
LDHA inh: LDHA (human) enzyme inhibition; purified LDHA, NADH/diaphorase-resazurin fluorescence; hits give low values; activity change, % (values are at about 110 or 230 µM); 480,000 compounds, 0.15% hits; AID 1347041; in the data active = activity change below about -30%; inconclusive = mostly about -25% to -30%;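 also: plate controls were DMSO wells for no effect and wells without enzyme for full effect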
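Human LDH5 at 2 nM final in Tris HCl pH 7.4 with 0.06 mM NADH and 0.2 mM pyruvate, reacted 5 minutes at room temperature. Remaining NADH coupled via diaphorase/resazurin; resorufin fluorescence read at 0 and 20 minutes, normalized to enzyme-free and DMSO wells.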
GRP78 ERSR act: ER stress response induction in glioma. U87-MG GRP78 promoter luciferase reporter, 16 h. Potency, µM, without a hit: at the highest dose activation, hits mostly activators. 420,000 compounds, 0.02% hits. AID 602332; also: potency is read from the fitted curve at half-maximal effect; series mostly up to about 76 µM; % of control where 0% means no effect; nearly all actives have a fitted effect of over 35% in size
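Stably transfected U87-MG human glioma cells carrying a GRP78-based luminescent sensor were seeded at 1000 cells/well, pin-dosed with compounds and incubated 16 h. Luciferase reagent was then added, and end-point luminescence was read after 10 min at room temperature.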
D2 PAM: D2 dopamine receptor (human) potentiation; P14416; HEK293 T-REx D2, calcium flux, EC20 dopamine potentiation; potentiation, % at 10 µM; 340,000 compounds, 0.34% hits;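 active = potentiation over 3 SD above the plate norm, cut at about 30% in these data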; also: 0% is about no effect
Target sequence (P14416 whole entry, looked up): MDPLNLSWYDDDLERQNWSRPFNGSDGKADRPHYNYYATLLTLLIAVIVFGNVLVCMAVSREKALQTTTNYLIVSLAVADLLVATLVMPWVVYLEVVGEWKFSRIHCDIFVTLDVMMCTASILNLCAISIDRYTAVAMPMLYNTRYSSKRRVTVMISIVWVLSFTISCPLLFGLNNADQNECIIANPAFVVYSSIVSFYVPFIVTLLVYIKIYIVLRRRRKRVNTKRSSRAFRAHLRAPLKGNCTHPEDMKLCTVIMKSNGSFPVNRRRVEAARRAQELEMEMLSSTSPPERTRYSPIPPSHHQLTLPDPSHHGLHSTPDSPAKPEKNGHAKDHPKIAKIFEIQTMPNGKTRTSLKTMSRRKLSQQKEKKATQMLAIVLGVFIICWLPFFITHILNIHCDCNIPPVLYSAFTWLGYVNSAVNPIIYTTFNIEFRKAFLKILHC
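Calcium flux readout, no-wash dye, 1 read/s. Inducible HEK293 Trex D2 line, overnight 30 C. Compound alone 180 s (agonist flags), then EC20 dopamine, another 180 s to score potentiation.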
D1 ag: activates the human D1 dopamine receptor | activation, % at 2 µM | P21728 | AID 504660 | HEK293 T-REx D1 cells, calcium flux, agonist mode | 360,000 compounds, 1% hits; in the data active = activation above about 30%; also: 0% is about no effect
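Inducible HEK293 T-REx D1 cells, force-coupled to calcium signalling, were plated at 4000 cells/well with tetracycline and held overnight at 30 C. After no-wash calcium dye loading, compound-evoked calcium rise over 180 s flagged agonists.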
RXFP1 ag: RXFP1 (human) receptor agonism | Q9HBX9 | AID 2676 | HEK293T-RXFP1 cAMP TR-FRET, 30 min; response scale: percent of porcine relaxin response, buffer zero | 370,000 compounds, 0.3% hits | Potency, µM (series often up to 57.5 µM), for inactives: top-dose activation, usual class: activators; also: potency is read from the fitted curve at half-maximal effect; % is scaled to controls: 0 for no effect and ±100 for the full control effect; nearly all actives have a fitted effect of over 60% in size; many of its hits are not listed in these tables
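HEK293 cells stably expressing RXFP1, treated 30 min at 37C with compounds plus PDE4 inhibitor Ro 20174; cAMP measured by HTRF TR-FRET. Normalized to buffer and 29 nM porcine relaxin; EC50 by Hill fit.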
Vif-A3G inh: blocks the Vif interaction with human APOBEC3G | AID 602310 | HeLa A3G-eYFP + Vif (tagged APOBEC3G with the HIV-1 protein that degrades it), YFP fluorescence, overnight | 410,000 compounds, 0.076% hits | Potency, µM (series often up to 46.1 µM), for the others: at the top dose activity, negative = active, actives largely listed as inhibitors;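 also: potency is read from the fitted curve at half-maximal effect; % is scaled to controls: 0 for no effect and ±100 for the full control effect; nearly all actives have a fitted effect of over 60% in size; hits raise eYFP signal because A3G escapes Vif-driven loss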
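HeLa cells stably expressing Vif and C-terminally eYFP-tagged A3G, seeded overnight at 37 deg C, then exposed to compound by pintool overnight at 37 deg C. Rise in yellow fluorescence (Ex 488/Em 500-530, Acumen) marks blocked Vif-driven A3G degradation.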
D1 potentiator: potentiators of human D1 dopamine receptor | AID 504651 | HEK293 TREx D1 cells, calcium flux, dopamine EC20 potentiation | 360,000 compounds, 0.036% hits | P21728 | potentiation, % at 10 µM; in the data active = potentiation above about 30%; also: 0% is about no effect
Active calls of the source: *. Unless noted, calls follow the shape of the dose curve; as a rule, active = well fitted curve in the direction sought with a large enough effect; inconclusive = small, poorly fitted or top-dose-only effect, or another doubt; inactive = no such curve, though single readings can be large; an effect the other way counts as inactive or inconclusive. Only part of the results is shown; rates above refer to the full screens.

Results for Cc1cccc(C(=O)NNC(=O)c2csc(N3CCOCC3)n2)c1C ?
Vif-A3F inh: 8.3%; D1 antag: 10.4; LDHA inh: -2.8; GRP78 ERSR act: -1.9%; D2 PAM: 5.1; D1 ag: 1.1; RXFP1 ag: 1.8%; Vif-A3G inh: 1.1%; D1 potentiator: 8.7

What do the screens show for `CC1CN(c2ncnc3c2c(-c2ccccc2)cn3-c2ccc(F)cc2)CC(C)O1` (stereo not drawn)?
Vif-A3F inh: 3.7%; D1 antag: -10.2; LDHA inh: -7.1; GRP78 ERSR act: -5.5%; D2 PAM: 1.6; D1 ag: 2.5; RXFP1 ag: -1.3%; Vif-A3G inh: -5.3%; D1 potentiator: -1.1

How did Clc1ccc(CSc2ncnc3nc[nH]c23)cc1 do in these assays?
Vif-A3F inh: -2.7%; D1 antag: -11.1; LDHA inh: -0.6; GRP78 ERSR act: -0.2%; D2 PAM: 2.4; D1 ag: 7.3; RXFP1 ag: 1.0%; Vif-A3G inh: -23.5%; D1 potentiator: -14.6

What do the screens show for `COc1ccc(OC)c(S(=O)(=O)NC2CCSc3ccccc32)c1` (stereo not drawn)?
Vif-A3F inh: -9.4%; D1 antag: -16.3; LDHA inh: 0.1; GRP78 ERSR act: -3.7%; D2 PAM: 15.9; D1 ag: -0.5; RXFP1 ag: 0.0%; Vif-A3G inh: 0.8%; D1 potentiator: 0.1

Results for COc1ccccc1N/C(=N/c1nc(C)cc(C)n1)NC(C)=O ?
D1 antag: -0.5; D2 PAM: 1.7; D1 ag: 4.3; RXFP1 ag: 0.9%; D1 potentiator: -6.3

What do the screens show for `COC1=CC(=O)C(OC)=C(OC)C1=O`?
Vif-A3F inh: 7.3%; LDHA inh: 45.7; GRP78 ERSR act: -14.3%; Vif-A3G inh: inconclusive

Results for CCc1ccc(NC(=O)CSC2=Nc3ccccc3C3=NC(CC(=O)NCc4cccs4)C(=O)N23)cc1 (stereo not drawn) ?
Vif-A3F inh: 2.1%; D1 antag: -18.7; LDHA inh: -0.1; GRP78 ERSR act: -1.3%; D2 PAM: 6.0; D1 ag: 3.6; RXFP1 ag: 1.5%; Vif-A3G inh: 1.0%; D1 potentiator: 2.4

What do the screens show for `Cc1nc(CS(=O)(=O)c2ccccc2)cc(Sc2ccccc2Cl)n1`?
Vif-A3F inh: 2.1%; D1 antag: 9.4; LDHA inh: -5.3; GRP78 ERSR act: 2.4%; D1 ag: 2.7; RXFP1 ag: 1.1%; Vif-A3G inh: 1.0%; D1 potentiator: 3.7

Results for Cc1cccc(NC(=O)Cn2c(=O)n(CCC(=O)N3CCc4ccccc4C3)c(=O)c3ccccc32)c1 ?
Vif-A3F inh: 12.3%; D1 antag: -17.6; LDHA inh: -2.0; GRP78 ERSR act: -2.6%; D2 PAM: -2.0; D1 ag: 2.8; RXFP1 ag: 0.3%; Vif-A3G inh: -4.1%; D1 potentiator: 1.0

What do the screens show for `CCN(CCC(=O)Nc1ccc(Br)c(C)c1)Cc1ccccc1`?
Vif-A3F inh: -0.2%; D1 antag: 10.6; LDHA inh: -4.6; GRP78 ERSR act: -5.4%; D2 PAM: -26.0; D1 ag: 2.3; RXFP1 ag: -0.2%; Vif-A3G inh: -11.2%; D1 potentiator: -7.0

Results for CCOC(=O)C1CCN(C(=O)c2sc3nc(-c4ccccc4)cn3c2C)CC1 ?
Vif-A3F inh: -1.3%; D1 antag: -2.5; LDHA inh: 2.5; GRP78 ERSR act: -0.7%; D2 PAM: -5.4; D1 ag: 0.4; RXFP1 ag: 0.0%; Vif-A3G inh: -2.7%; D1 potentiator: 4.0

How did COCCn1nnnc1C(c1ccc(OC)c(OC)c1)N1CCN(C(=O)c2ccco2)CC1 (stereo not drawn) do in these assays?
Vif-A3F inh: 11.8%; D1 antag: -2.5; LDHA inh: -8.5; GRP78 ERSR act: 0.5%; D2 PAM: -8.5; D1 ag: 4.5; RXFP1 ag: 2.4%; Vif-A3G inh: -0.8%; D1 potentiator: 6.5

What do the screens show for `Cc1ccc(-c2nc(N)n(C(=O)c3ccco3)n2)cc1`?
Vif-A3F inh: -7.0%; D1 antag: 17.1; LDHA inh: -7.3; GRP78 ERSR act: -2.7%; D2 PAM: -0.4; D1 ag: -0.8; RXFP1 ag: 9.4%; Vif-A3G inh: -0.1%; D1 potentiator: -5.8

How did Cc1cc(NC(=O)c2ccccc2O)nc(C)n1 do in these assays?
Vif-A3F inh: 10.2%; D1 antag: 3.3; LDHA inh: 6.9; GRP78 ERSR act: 2.9%; D2 PAM: -10.3; D1 ag: -0.5; RXFP1 ag: -1.0%; Vif-A3G inh: -1.3%; D1 potentiator: -1.6

How did O=C1CCCC(=O)C1CS(=O)(=O)c1ccccc1 do in these assays?
Vif-A3F inh: -2.7%; D1 antag: -8.0; LDHA inh: -12.7; GRP78 ERSR act: -3.8%; D2 PAM: 1.8; D1 ag: 1.0; RXFP1 ag: 1.0%; Vif-A3G inh: -1.5%; D1 potentiator: -3.0

How did O=C(c1ccc(Cl)c(S(=O)(=O)N2CCCC2)c1)N1CCCCC1 do in these assays?
Vif-A3F inh: -5.3%; D1 antag: -16.3; LDHA inh: -0.4; GRP78 ERSR act: -4.8%; D2 PAM: -12.4; D1 ag: 3.4; RXFP1 ag: -0.9%; Vif-A3G inh: 1.4%; D1 potentiator: 0.4

How did O=C(/C(N=Nc1cccc(C(F)(F)F)c1)=C(/O)c1cccs1)C(F)(F)F do in these assays?
Vif-A3F inh: -9.3%; D1 antag: -21.1; LDHA inh: -3.5; GRP78 ERSR act: -0.8%; D2 PAM: 6.2; D1 ag: 14.7; RXFP1 ag: -4.0%; Vif-A3G inh: -9.9%; D1 potentiator: -9.9

What do the screens show for `CCc1cccc(CC)c1NC(=O)COC(=O)C1(c2ccc(Cl)cc2)CCCC1`?
Vif-A3F inh: -10.3%; D1 antag: -7.9; LDHA inh: 2.7; GRP78 ERSR act: -4.1%; D2 PAM: -7.4; D1 ag: 18.2; RXFP1 ag: 0.1%; Vif-A3G inh: -0.3%; D1 potentiator: -1.8

Results for CC(=O)c1ccc(NC(=O)C2Cc3ccccc3CN2C(=O)c2ccccc2)cc1 (stereo not drawn) ?
Vif-A3F inh: -14.7%; D1 antag: -5.8; LDHA inh: -7.1; GRP78 ERSR act: 2.1%; D2 PAM: 6.7; D1 ag: 3.6; RXFP1 ag: 0.6%; Vif-A3G inh: -11.8%; D1 potentiator: 2.4

What do the screens show for `CCN(CC)C(=O)[C@H]1C[C@H](CC(=O)NC/C=C(\C)CCC=C(C)C)C(=O)N2CCc3c([nH]c4ccc(Cl)cc34)[C@]12C`?
Vif-A3F inh: inconclusive; LDHA inh: -11.0; GRP78 ERSR act: 0.0%; Vif-A3G inh: 3.4%

Results for CC1=C(C(=O)Nc2ccc(C)cn2)C(c2cnn(C)c2)C2=C(CCCC2=O)N1 (stereo not drawn) ?
Vif-A3F inh: 2.1%; D1 antag: 7.9; LDHA inh: -7.2; GRP78 ERSR act: -2.8%; D2 PAM: 2.1; D1 ag: 1.4; RXFP1 ag: 4.2%; Vif-A3G inh: 0.0%; D1 potentiator: 2.0

What do the screens show for `O=C(C[C@@H]1C/C=C\C[C@H](Cc2ccc(F)cc2)C(=O)OC[C@@H]2CCCN2C1=O)N[C@H](CO)Cc1ccccc1`?
Vif-A3F inh: 0.0%; LDHA inh: -10.3; GRP78 ERSR act: -3.2%; Vif-A3G inh: -0.3%

How did O=C(Nc1ccc(-c2ccc3nncn3n2)cc1)C1CCCC1 do in these assays?
Vif-A3F inh: inconclusive; D1 antag: 0.7; LDHA inh: 1.0; GRP78 ERSR act: 5.1%; D2 PAM: 4.7; D1 ag: 2.7; RXFP1 ag: 5.8%; Vif-A3G inh: -5.2%; D1 potentiator: -4.0

Results for COc1cccc(NC(=O)c2nn(C34CC5CC(CC(C5)C3)C4)cc2[N+](=O)[O-])c1 ?
Vif-A3F inh: 4.0%; D1 antag: -1.0; LDHA inh: -1.2; GRP78 ERSR act: -4.7%; D2 PAM: -1.6; D1 ag: 1.1; RXFP1 ag: 1.1%; Vif-A3G inh: -2.5%; D1 potentiator: 1.9

How did Cc1[nH]c2ccccc2c1/C=N/NC(=S)NCc1ccccc1 do in these assays?
Vif-A3F inh: -2.9%; D1 antag: -3.3; LDHA inh: -0.7; GRP78 ERSR act: 4.2%; D2 PAM: -0.5; D1 ag: 0.1; RXFP1 ag: 1.6%; Vif-A3G inh: -0.2%; D1 potentiator: -4.4

How did COC(=O)C1=C(C)N(Cc2ccco2)C(=O)N[C@@H]1c1ccccc1 do in these assays?
Vif-A3F inh: -2.4%; D1 antag: -0.8; LDHA inh: -8.3; GRP78 ERSR act: -2.7%; D2 PAM: -4.6; D1 ag: -2.4; RXFP1 ag: -0.3%; Vif-A3G inh: -1.1%; D1 potentiator: -0.8

What do the screens show for `COc1ccc(NC2c3ncccc3C(=O)N2Cc2cccs2)cc1` (stereo not drawn)?
Vif-A3F inh: -0.5%; D1 antag: -1.3; LDHA inh: -10.1; GRP78 ERSR act: -2.2%; D2 PAM: -0.6; D1 ag: -0.6; RXFP1 ag: 4.5%; Vif-A3G inh: 4.3%; D1 potentiator: -1.9

2 entries drawn at random from the list so far, as already listed:
Results for COc1cccc(NC(=O)c2nn(C34CC5CC(CC(C5)C3)C4)cc2[N+](=O)[O-])c1 ?
Vif-A3F inh: 4.0%; D1 antag: -1.0; LDHA inh: -1.2; GRP78 ERSR act: -4.7%; D2 PAM: -1.6; D1 ag: 1.1; RXFP1 ag: 1.1%; Vif-A3G inh: -2.5%; D1 potentiator: 1.9

How did COC(=O)C1=C(C)N(Cc2ccco2)C(=O)N[C@@H]1c1ccccc1 do in these assays?
Vif-A3F inh: -2.4%; D1 antag: -0.8; LDHA inh: -8.3; GRP78 ERSR act: -2.7%; D2 PAM: -4.6; D1 ag: -2.4; RXFP1 ag: -0.3%; Vif-A3G inh: -1.1%; D1 potentiator: -0.8
